Screening results (PubChem)
Pf Dd2 inh: inhibitors of Plasmodium falciparum Dd2 growth; activity change, % at 10 µM; AID 1159554; P. falciparum Dd2 growth, SYBR Green, 72 h; stronger effect = lower value; 94,000 compounds, 2.3% hits; in the data active = activity change below about -80%; inconclusive = no clear call, values can overlap the other calls
KDM4C inh: blocks human GASC-1 (KDM4C) demethylase activity; Q9H3R0; GST-KDM4C 2-372, H3K9me3 peptide, LANCE TR-FRET; inhibition, % at 12.5 µM; 96,000 compounds, 0.15% hits; AID 720574;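 active = mean replicate inhibition above about 25%, with at least 55% of replicates also reaching it, limit read from the data, passing the limit was not always enough; inconclusive = only one of those two conditions met; inactive = neither condition met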
Target sequence (Q9H3R0 2-372 limits assumed): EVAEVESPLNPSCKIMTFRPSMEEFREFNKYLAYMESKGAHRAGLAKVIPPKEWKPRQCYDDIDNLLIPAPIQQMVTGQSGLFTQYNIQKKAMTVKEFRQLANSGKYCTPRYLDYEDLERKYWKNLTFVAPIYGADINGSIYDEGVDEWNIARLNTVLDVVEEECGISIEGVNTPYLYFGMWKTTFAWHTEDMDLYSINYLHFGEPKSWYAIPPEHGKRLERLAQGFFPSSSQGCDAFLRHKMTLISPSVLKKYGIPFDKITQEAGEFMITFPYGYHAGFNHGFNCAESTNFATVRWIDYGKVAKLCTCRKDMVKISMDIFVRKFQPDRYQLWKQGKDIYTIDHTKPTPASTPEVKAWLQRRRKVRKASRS
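Test system: N-terminal GST-fused human GASC-1 (KDM4C) fragment, residues 2-372; quantity: GASC-1 enzyme at 10 nM final in reaction; dosing: single dose; schedule: 30 min demethylation and 1 h detection at room temperature; signal: LANCE TR-FRET, excitation 340 nm, emissions 618 and 671 nm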
T cruzi growth: T. cruzi proliferation inhibition; T. cruzi beta-gal in NIH3T3, GalScreen luminescence, 90 h; inhibition, % at 8.34 µM; 77,000 compounds, 5.9% hits;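 active = mean inhibition above about 93%, with at least 55% of replicates each passing it, limit read from the data, passing the limit was not always enough; inconclusive = only one of those two conditions holds; inactive = neither condition holds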
C diff HTS: C. difficile growth inhibition; growth activity, negative = inhibition, % at 16 µg/mL (by protocol); Clostridium difficile clinical isolate growth, OD600, 24 h; stronger effect = lower value; 86,000 compounds, 0.25% hits;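 active = mean growth activity at or below -80% and every replicate also at or below -80%; inconclusive = mean at or below -80% but some replicate above -80%; inactive = mean growth activity above -80%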;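 note: 0% = DMSO wells and -100% = levofloxacin 16 µg/mL wells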
An asterisk follows results filed as active; ? = inconclusive; . = not tested or not shown; & = joins results of further samples.

SMILES	Pf Dd2 inh	KDM4C inh	T cruzi growth	C diff HTS
COCC(=O)Nc1ccc2c(c1)C(=O)N(C)[C@@H]1CC[C@@H](CC(=O)NC3Cc4ccccc4C3)O[C@@H]1CO2	4	0.8	7	1
COc1ccc(S(=O)(=O)Nc2ccc3c(c2)C(=O)N([C@@H](C)CO)C[C@H](C)[C@@H](CN(C)S(=O)(=O)c2cccs2)OCCCC[C@H](C)O3)cc1	-72	0.0	92	-5
CC(C)CC#Cc1ccc([C@H]2[C@H]3CN(C(=O)NC4CCCC4)CCCCN3[C@H]2CO)cc1	-6	-0.9	?	8
N#C[C@@H]1[C@@H](c2ccccc2C2=CCCCC2)[C@@H](CO)N1S(=O)(=O)c1cccc(F)c1	-12	1.8	.	11
O=C(Nc1cccc(F)c1)N1CC(=O)N2[C@@H](CO)[C@H](c3ccc(C#Cc4cccnc4)cc3)[C@@H]2C1	-57	-1.9	.	6
COc1ccccc1NC(=O)N1CC(=O)N2[C@H](C1)[C@H](c1ccc(C#CC(C)C)cc1)[C@@H]2CO	-32	-0.5	.	6
O=C(C[C@@H]1C[C@@H]2c3cc(NC(=O)C4CCC4)ccc3O[C@@H]2[C@H](CO)O1)NCc1ccc(Cl)cc1	-17	-0.9	-10	-1
COc1ccc(NC(=O)N(C)C[C@H]2OCCCC[C@@H](C)Oc3ccc(NC(=O)CCC(F)(F)F)cc3C(=O)N([C@@H](C)CO)C[C@H]2C)cc1	-52	0.8	60	-2
O=C(NCC[C@@H]1CC[C@H](NC(=O)C2CCOCC2)[C@H](CO)O1)c1cc(Cl)cc(Cl)c1	6	1.3	-12	.
COCC(=O)N(C[C@H]1N[C@@H](CO)[C@@H]1c1ccc(-c2cccnc2)cc1)C(C)C	14	0.3	92	-3
Cn1cnc(S(=O)(=O)N2CC[C@@H]3[C@@H](CO)Nc4ccc(-c5ccc(F)cc5)cc4[C@@H]32)c1	-69	1.1	?	-7
CC(=O)Nc1ccc2c(c1)C(=O)N(C)[C@@H]1CC[C@@H](CC(=O)NCc3ccc(F)cc3)O[C@H]1CO2	-12	1.9	11	5
CC(C)NC(=O)N(C)C[C@@H]1OCCCC[C@H](C)Oc2ccc(NC(=O)Nc3cccc4ccccc34)cc2C(=O)N([C@@H](C)CO)C[C@H]1C	.	1.0	-50	-6
COc1ccc(NC(=O)Nc2ccc3c(c2)CC(=O)N([C@H](C)CO)C[C@H](C)[C@@H](CN(C)S(=O)(=O)c2cn(C)cn2)O3)cc1	3	0.3	10	-8
CO[C@H]1CN(C)C(=O)c2cc(NC(=O)C3CC3)ccc2OC[C@H](C)N(CCC(F)(F)F)C[C@@H]1C	-23	1.1	31	.
C[C@@H]1CN([C@H](C)CO)C(=O)c2cc(NS(=O)(=O)c3ccc(Cl)cc3)ccc2O[C@@H](C)CCCCO[C@H]1CN(C)Cc1ccccc1	-44	0.2	112*	8
CO[C@H]1CN(C)C(=O)c2cc(NC(=O)C3CC3)ccc2OC[C@@H](C)N(C(=O)C2CCOCC2)C[C@@H]1C	9	2.5	14	8
COc1cccc(CN2CC3(CN(C)C3)c3c(n(C)c4cc(OC)ccc34)[C@@H]2CO)c1	-27	-0.6	.	20
O=C(Nc1ccc2c(c1)[C@@H]1C[C@@H](CC(=O)N3CCc4ccccc4C3)O[C@H](CO)[C@@H]1O2)C1CCOCC1	11	8.3	-10	-2
COCC(=O)Nc1ccc2c(c1)C(=O)N(C)C[C@@H](OC)[C@@H](C)CN(C(=O)C1CCCC1)[C@H](C)CO2	-13	1.4	85	.
CNC[C@H]1Oc2cc(-c3ccccc3F)ccc2S(=O)(=O)N([C@@H](C)CO)C[C@@H]1C	-51	-3.5	.	-1
C[C@@H]1CN([C@H](C)CO)C(=O)c2cc(C#CC3CCCC3)cnc2O[C@H]1CN(C)C(=O)C1CCC1	-38	-0.4	24	-4
C[C@H](NC(=O)[C@@H]1[C@@H](CO)[C@@H]2Cn3c(ccc(-c4ccncc4)c3=O)[C@@H]2N1C)c1ccccc1	.	2.3	13	9
C[C@@H]1CN([C@H](C)CO)C(=O)CCCn2nncc2CO[C@H]1CN(C)S(=O)(=O)c1ccc(-n2cccn2)cc1	-15	.	29	.
Cc1noc(C)c1NC(=O)N(C)C[C@@H]1Oc2c(NS(=O)(=O)c3ccc(Cl)cc3)cccc2C(=O)N([C@H](C)CO)C[C@H]1C	16	-0.1	35	0
CCC(=O)N1C[C@@H](C)[C@@H](OC)CN(C)C(=O)c2ccc(NC(=O)CC(F)(F)F)cc2OC[C@@H]1C	-3	2.6	.	-2
Cc1ccc(S(=O)(=O)N[C@H]2CC[C@@H](CCNC(=O)Nc3ccc(Cl)cc3)O[C@@H]2CO)cc1	4	-0.1	12	0
C[C@H]1CN([C@@H](C)CO)C(=O)c2cc(NC(=O)NC3CCCCC3)ccc2O[C@H]1CN(C)C(=O)Nc1ccc(C(F)(F)F)cc1	-20	0.1	5	-6
COc1ccc(NC(=O)N(C)C[C@@H]2OCCCC[C@@H](C)Oc3ccc(NS(=O)(=O)c4ccccc4)cc3C(=O)N([C@H](C)CO)C[C@@H]2C)cc1	-35	-0.8	73	5
COc1ccc(-c2ccc([C@H]3[C@@H](CO)N4CCCCN(C(=O)c5ccc6c(c5)OCO6)C[C@H]34)cc2)cc1	-33	-2.9	101*	15
O=C(C[C@@H]1CC[C@@H]2[C@H](COC[C@@H](O)CN2C(=O)c2cccnc2)O1)NCc1ccc(Cl)cc1	11	-1.3	-1	-3&-5
CN(C)Cc1cn(CC[C@H]2CC[C@@H](NC(=O)Nc3ccccc3F)[C@H](CO)O2)nn1	12	.	-61	0
COc1ccc2c3c(n(C)c2c1)[C@H](CO)N(Cc1cc(F)ccc1F)CC31CCN(C(=O)C2CC2)CC1	?	1.3	.	-6
O=C(NCC(F)(F)F)[C@H]1[C@H](CO)[C@H]2Cn3c(cccc3=O)[C@H]2N1Cc1cccc(F)c1	.	0.1	-19	5
C[C@H]1CN([C@@H](C)CO)S(=O)(=O)c2ccc(C3=CCCCC3)cc2O[C@H]1CN(C)Cc1cccc(C(=O)O)c1	-26	-1.9	39	-3
CO[C@H]1CN(C)C(=O)c2cc(NC(C)=O)ccc2OC[C@H](C)N(CCC(F)(F)F)C[C@@H]1C	1	-0.1	9	.
COc1ccc(OC(=O)N(C)C[C@H]2OCc3ccccc3-c3ccccc3C(=O)N([C@@H](C)CO)C[C@H]2C)cc1	-7	0.1	35	-14
COCC#Cc1ccc2c(c1)O[C@H](CN(C)C(=O)COC)[C@H](C)CN([C@@H](C)CO)S2(=O)=O	22	1.0	-43	0
CCCC(=O)Nc1ccc2c(c1)OC[C@@H](C)N(CCc1ccccc1)C[C@H](C)[C@H](OC)CN(C)C2=O	.	2.4	-4	.
CN(C)C(=O)c1cccc(-c2ccc3c(c2)[C@H]2[C@H](CCN2C(=O)c2ccc4c(c2)OCO4)[C@@H](CO)N3)c1	-7	-0.1	56	-8
C[C@H](CO)N1C[C@H](C)[C@H](CN(C)C(=O)CCC(F)(F)F)OCCCC[C@H](C)Oc2ccc(N(C)C)cc2C1=O	0	4.6	81	1
C[C@@H]1CN([C@H](C)CO)C(=O)c2cccc(NC(=O)Nc3ccc(C(F)(F)F)cc3)c2O[C@@H]1CN(C)CC1CCCCC1	-47	-0.6	100	.
CO[C@@H]1CN(C)C(=O)c2ccc(NC(=O)c3cc(C)on3)cc2OC[C@H](C)N(C(=O)C2CC2)C[C@@H]1C	.	0.1	40	.
CN(C)c1ccc2c(c1)[C@@H]1C[C@@H](CC(=O)NCc3ccc4c(c3)OCO4)O[C@H](CO)[C@@H]1O2	6	1.4	41	.
O=C(C[C@H]1CC[C@@H]2[C@H](COC[C@H](O)CN2S(=O)(=O)c2cccc(F)c2)O1)NC1CCC1	35	-1.9	52	8&6
C[C@@H]1CN([C@@H](C)CO)C(=O)c2c(c3ccccc3n2C)-c2ccccc2CO[C@H]1CN(C)C(=O)Nc1cccc(Cl)c1Cl	-94*	-4.4	.	0
O=C(C[C@H]1CC[C@@H]2[C@H](COC[C@H](O)CN2C(=O)c2ccccc2)O1)N1CCOCC1	18	0.1	13	13&8
COc1ccc(C#Cc2cnc3c(c2)C(=O)N([C@H](C)CO)C[C@@H](C)[C@@H](CN(C)CC2CCOCC2)O3)cc1	-31	1.2	-28	0
Cc1noc(C)c1NC(=O)Nc1ccc2c(c1)C(=O)N([C@@H](C)CO)C[C@H](C)[C@H](CN(C)C(=O)Nc1cccc3ccccc13)O2	33	0.1	-51	.
C[C@H](CO)N1C[C@H](C)[C@H](CN(C)C(=O)NC2CCCCC2)Oc2ncc(-c3cccc(C(F)(F)F)c3)cc2C1=O	-1	-0.8	.	7
Cc1noc(C)c1S(=O)(=O)N(C)C[C@H]1Oc2ccc(NC(=O)Cn3cnnn3)cc2CC(=O)N([C@H](C)CO)C[C@H]1C	26	-2.1	3	-2
O=C(C[C@@H]1C=C[C@H](NC(=O)CCN2CCCCC2)[C@@H](CO)O1)Nc1nccs1	-8	0.0	34	.
CCCC(=O)Nc1ccc2c(c1)OC[C@H](C)N(C(=O)CC)C[C@@H](C)[C@H](OC)CN(C)C2=O	-5	0.4	-3	.
Cc1ccc(-c2ccc3c(c2)O[C@H](CN(C)Cc2cncnc2)[C@@H](C)CN([C@@H](C)CO)S3(=O)=O)cc1	-11	-0.5	.	0
COc1cccc(NC(=O)N[C@H]2C=C[C@H](CC(=O)Nc3ccccc3)O[C@H]2CO)c1	24	-3.4	.	4
COc1ccc(S(=O)(=O)Nc2cccc3c2O[C@H](CN(C)C(=O)Nc2c(C)noc2C)[C@@H](C)CN([C@H](C)CO)C3=O)cc1	-14	-0.3	90	-2
C[C@H]1CN([C@@H](C)CO)C(=O)c2cc(NC(=O)Nc3cccc4ccccc34)ccc2O[C@H]1CN(C)CC1CCCCC1	37	0.2	62	.
CC(=O)N(C)C[C@H]1Oc2cc(/C=C/c3ccccc3)ccc2S(=O)(=O)N([C@H](C)CO)C[C@H]1C	12	-1.5	-115	-4
O=C(Nc1ccc(F)cc1)N1CCCCN2[C@H](CO)[C@@H](c3ccc(C#CC4CC4)cc3)[C@H]2C1	-25	-0.2	113*	13
C[C@@H](NC(=O)C[C@@H]1CC[C@@H]2[C@H](COC[C@@H](O)CN2Cc2ccc(C(F)(F)F)cc2)O1)c1ccccc1	3	-1.4	37	8&-4

Some of the entries above in another layout:
Under each structure: Pf Dd2 inh, KDM4C inh, T cruzi growth, C diff HTS
O=C(C[C@H]1CC[C@@H]2[C@H](COC[C@H](O)CN2S(=O)(=O)c2cccc(F)c2)O1)NC1CCC1
→ 35, -1.9, 52, 8&6
C[C@@H]1CN([C@@H](C)CO)C(=O)c2c(c3ccccc3n2C)-c2ccccc2CO[C@H]1CN(C)C(=O)Nc1cccc(Cl)c1Cl
→ -94*, -4.4, ., 0
O=C(C[C@H]1CC[C@@H]2[C@H](COC[C@H](O)CN2C(=O)c2ccccc2)O1)N1CCOCC1
→ 18, 0.1, 13, 13&8
COc1ccc(C#Cc2cnc3c(c2)C(=O)N([C@H](C)CO)C[C@@H](C)[C@@H](CN(C)CC2CCOCC2)O3)cc1
→ -31, 1.2, -28, 0
Cc1noc(C)c1NC(=O)Nc1ccc2c(c1)C(=O)N([C@@H](C)CO)C[C@H](C)[C@H](CN(C)C(=O)Nc1cccc3ccccc13)O2
→ 33, 0.1, -51, .
C[C@H](CO)N1C[C@H](C)[C@H](CN(C)C(=O)NC2CCCCC2)Oc2ncc(-c3cccc(C(F)(F)F)c3)cc2C1=O
→ -1, -0.8, ., 7

Remaining list, next part:
SMILES	Pf Dd2 inh	KDM4C inh	T cruzi growth	C diff HTS
O=C(C[C@H]1C[C@@H]2c3cc(NC(=O)C4CCC4)ccc3O[C@@H]2[C@H](CO)O1)NCc1ccccc1	5	-0.3	32	.
C[C@@H]1CN([C@H](C)CO)C(=O)c2cc(NS(=O)(=O)c3ccc(Cl)cc3)ccc2O[C@@H]1CN(C)Cc1ccncc1	5	0.5	62	-5
C[C@@H](NC(=O)C[C@H]1C[C@H]2c3cc(NC(=O)Nc4ccccc4F)ccc3O[C@H]2[C@H](CO)O1)c1ccccc1	-13	-3.9	.	-3
CO[C@H]1CC[C@@H]2CCN(C)C(=O)[C@@H](C)[C@H](OC)CN(C)C(=O)c3cc(C#N)ccc3OC[C@H]1O2	8	-1.8	-34	.
O=C(C1CCCCC1)N1[C@@H](CO)[C@@H]2c3ccccc3N(S(=O)(=O)c3ccccc3)C[C@@H]21	-5	2.4	39	-8
COc1ccccc1S(=O)(=O)N(C)C[C@H]1Oc2cc(C#CCC(C)C)ccc2S(=O)(=O)N([C@H](C)CO)C[C@@H]1C	-58	-0.6	79	3
C[C@H](CO)N1C[C@H](C)[C@H](CN(C)C(=O)Nc2ccc(F)cc2)OCCCC[C@H](C)Oc2ccc(NS(=O)(=O)c3cn(C)cn3)cc2C1=O	-3	-3.5	-5	3
CO[C@H]1CN(C)C(=O)c2cc(NS(=O)(=O)c3ccccc3C)ccc2OC[C@@H](C)NC[C@@H]1C	18	0.0	-3	-1
O=C(C[C@@H]1C[C@@H]2c3cc(NC(=O)NC4CCCC4)ccc3O[C@@H]2[C@@H](CO)O1)NCc1cccnc1	7	-4.8	.	-5
